GBA activity up – GBA activity enhancers in patient fibroblasts, primary screen, cell-based; actives 0.44% (n = 30,000); activation, % at 10 µM; AID 784, 2007; L444P Gaucher fibroblasts, 4-MU-glucoside fluorescence, 3 days; Lysosomal acid glucosylceramidase (Homo sapiens), P04062; in the data active = activation above about 65%;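 note: 0% = vehicle wells and 100% = positive control wells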
Target sequence (P04062 whole entry L483P): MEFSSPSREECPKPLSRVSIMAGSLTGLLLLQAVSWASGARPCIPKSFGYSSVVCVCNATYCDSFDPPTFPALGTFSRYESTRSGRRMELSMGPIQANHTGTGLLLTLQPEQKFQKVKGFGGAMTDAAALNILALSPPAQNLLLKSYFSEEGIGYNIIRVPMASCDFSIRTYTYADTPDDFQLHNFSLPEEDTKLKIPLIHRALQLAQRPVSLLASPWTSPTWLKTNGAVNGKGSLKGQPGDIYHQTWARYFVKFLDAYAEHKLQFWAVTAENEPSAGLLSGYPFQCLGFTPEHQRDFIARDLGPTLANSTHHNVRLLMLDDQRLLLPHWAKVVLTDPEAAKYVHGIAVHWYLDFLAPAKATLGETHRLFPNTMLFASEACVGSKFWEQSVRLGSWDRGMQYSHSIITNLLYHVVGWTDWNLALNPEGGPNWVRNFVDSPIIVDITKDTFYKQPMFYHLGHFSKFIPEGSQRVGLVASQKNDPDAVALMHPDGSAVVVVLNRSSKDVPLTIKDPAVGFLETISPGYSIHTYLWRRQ
Numbers without * were called inactive.

A first look, 16 compounds:
SMILES	GBA activity up
O=C(Nc1ccc2c(c1)OCO2)c1ccc(S(=O)(=O)NCC2CCCO2)cc1 (stereo not given)	-9.5
O=C(CSc1nnc(-c2cccs2)n1Cc1ccco1)Nc1ccc2c(c1)OCO2	24.6
c1ccc(CCn2nnnc2C(c2cccnc2)N2CCN(c3nc4ccccc4s3)CC2)cc1 (stereo not given)	5.5
CC(C)(NC(=O)N1CCCC1)c1cccc(C(C)(C)NC(=O)N2CCCC2)c1	-7.0
CCOC(=O)c1c(-c2ccccc2)[nH]c2ccc(O)cc12	26.0
COc1ccc(-c2cc(C(=O)Nc3c(C)nn(Cc4ccccc4)c3C)no2)cc1	-67.5
COC(=O)C(C)NC(=O)C(C)NC(=O)OCc1ccccc1 (stereo not given)	-37.8
CCOC(=O)c1[nH]c2ccc(OC)cc2c1NC(C)=O	19.9
Cc1occc1-c1nnc(SCC(=O)c2ccc(Cl)cc2)n1CC1CCCO1 (stereo not given)	-33.8
Cc1ccc(-c2noc(C3CCN(S(=O)(=O)c4ccc5c(c4)OCCO5)CC3)n2)o1	10.5
Nc1c(C(=O)OCC2CCCO2)c2nc3ccccc3nc2n1C1CCCCC1 (stereo not given)	16.9
COc1ccc(OCC(=O)Nc2ccccc2C(=O)N2CCCC2)cc1	9.3
Cn1[nH]c(=O)c2ccccc2c1=O	-12.8
Nn1c(SCC(=O)Nc2ccc(F)cc2F)nnc1-c1cccnc1	-37.7
Cn1nnnc1SCC(=O)c1c(N)n(C)c(=O)n(C)c1=O	-3.8
COC(=O)Nc1nnc(Cc2ccc(OC)cc2)s1	-20.0

The whole of this part, repeating the preview:
SMILES	GBA activity up
O=C(Nc1ccc2c(c1)OCO2)c1ccc(S(=O)(=O)NCC2CCCO2)cc1 (stereo not given)	-9.5
O=C(CSc1nnc(-c2cccs2)n1Cc1ccco1)Nc1ccc2c(c1)OCO2	24.6
c1ccc(CCn2nnnc2C(c2cccnc2)N2CCN(c3nc4ccccc4s3)CC2)cc1 (stereo not given)	5.5
CC(C)(NC(=O)N1CCCC1)c1cccc(C(C)(C)NC(=O)N2CCCC2)c1	-7.0
CCOC(=O)c1c(-c2ccccc2)[nH]c2ccc(O)cc12	26.0
COc1ccc(-c2cc(C(=O)Nc3c(C)nn(Cc4ccccc4)c3C)no2)cc1	-67.5
COC(=O)C(C)NC(=O)C(C)NC(=O)OCc1ccccc1 (stereo not given)	-37.8
CCOC(=O)c1[nH]c2ccc(OC)cc2c1NC(C)=O	19.9
Cc1occc1-c1nnc(SCC(=O)c2ccc(Cl)cc2)n1CC1CCCO1 (stereo not given)	-33.8
Cc1ccc(-c2noc(C3CCN(S(=O)(=O)c4ccc5c(c4)OCCO5)CC3)n2)o1	10.5
Nc1c(C(=O)OCC2CCCO2)c2nc3ccccc3nc2n1C1CCCCC1 (stereo not given)	16.9
COc1ccc(OCC(=O)Nc2ccccc2C(=O)N2CCCC2)cc1	9.3
Cn1[nH]c(=O)c2ccccc2c1=O	-12.8
Nn1c(SCC(=O)Nc2ccc(F)cc2F)nnc1-c1cccnc1	-37.7
Cn1nnnc1SCC(=O)c1c(N)n(C)c(=O)n(C)c1=O	-3.8
COC(=O)Nc1nnc(Cc2ccc(OC)cc2)s1	-20.0
O=C(NCc1ccc(N2CCCC2=O)cc1)c1cn(CCc2ccccc2)nn1	-63.5
c1ccc(-c2nnnn2CCOCCn2nnnc2-c2ccccc2)cc1	-3.6
Cc1nc(N2CCc3ccccc3C2)[nH]c(=O)c1CCC(C)C	-22.0
CCOC(=O)C1=C(C)NC(=O)NC1c1ccc(OCCO)c(OC)c1 (stereo not given)	-8.4
COc1ccc(NC(=O)c2cccc(NC(=O)C3C4CC5OC(=O)C3C5C4)c2)c(OC)c1 (stereo not given)	-9.8
CCOC(=O)c1sc(NC(=O)COC(=O)Cn2cnc3ccccc32)c(C(=O)OCC)c1C	-13.0
Cc1cccc(N2CCN(C(=O)CCNS(=O)(=O)c3ccc4c(c3)CCC(=O)N4)CC2)c1C	-19.8
Cc1nc(SCC(=O)Nc2ccc(F)cc2)c2oc3ccccc3c2n1	-14.1
C=CCOc1cccc(C2C(C(=O)c3ccc(C)o3)=C(O)C(=O)N2CCN(C)C)c1 (stereo not given)	-13.8
CC1=CC(C)(C)Nc2cc(C)c(C)cc21	-34.1
CCn1c(=O)n(CC)c2cc(S(=O)(=O)N3CCOCC3)ccc21	-60.7
Cn1ncc2c(Nc3ccc(-c4ccccc4)cc3)ncnc21	-3.7
COCCNC(=O)CN(C(=O)Cn1nnc2ccccc21)c1ccccc1	-45.2
O=C(CN1CCCCC1)Nc1ccccc1NC(=O)CN1CCCCC1	30.4
COC(=O)c1nc(N)sc1-c1ccccc1	-30.8
Cc1[nH]nc2c1C(c1ccccn1)N(c1ccc(Br)cc1)C2=O (stereo not given)	-14.3
Cn1c(=O)c2c(nc(SCCN3CCOCC3)n2Cc2ccccc2)n(C)c1=O	-19.0
N#CC1=C(N)Oc2cc(N)ccc2C1C1CC=CCC1 (stereo not given)	-29.3
CC(=O)Nc1ccc2nc(-c3ccccn3)[nH]c2c1	-8.7
O=c1cc(CN2CCC3(CC2)OCCO3)c2c(ccc3ccccc32)o1	-11.3
O=C(O)CNC1=NCCCCC1	0.2
O=C(CCCn1c(=O)c2sccc2n(CC(=O)NCc2ccco2)c1=O)NCc1ccco1	-24.9
Cc1ccc2c(c1)nnn2C1CCN(C(=O)C2CCCCC2)CC1	-39.9
c1ccc2c(c1)OCC(c1nnc3sc(-c4cnccn4)nn13)O2 (stereo not given)	-25.1

At a glance, two of the compounds above.
SMILES	GBA activity up
Cc1ccc2c(c1)nnn2C1CCN(C(=O)C2CCCCC2)CC1	-39.9
c1ccc2c(c1)OCC(c1nnc3sc(-c4cnccn4)nn13)O2 (stereo not given)	-25.1

Further records:
SMILES	GBA activity up
CC1Oc2ccccc2N(CC(=O)N(Cc2ccccc2)Cc2ccccn2)C1=O (stereo not given)	-0.3
CCOc1cc(C(=O)NCCOC)ccc1OC	-19.1
NC(=O)C1CCN(C(=O)N2c3ccccc3Sc3ccccc32)CC1	-8.2
Nc1nc(CN2CCOCC2)cs1	-13.5
CCN(CC)CCOC(=O)c1ccc(NC(=O)COc2cc(=O)n(CC)c3ccccc23)cc1	-15.5
CC(CCc1ccccc1)NCC(O)c1ccc(O)c(C(N)=O)c1 (stereo not given)	-37.6
O=C(NC1CCCC1)C(c1ccccc1)N(C(=O)c1ccno1)c1cccnc1 (stereo not given)	-7.3
COc1cccc(C2=CC(c3cccc(OC)c3OC)n3nnnc3N2)c1 (stereo not given)	-13.3
O=C(O)c1ccccc1S(=O)(=O)NCC(O)COC1CCCCC1 (stereo not given)	1.0
CCC(C(=O)NCc1ccco1)N(C(=O)CNS(=O)(=O)c1ccc(C)cc1)c1ccccc1OC (stereo not given)	-26.9
CCc1c(C)c(C#N)c2nc3ccccc3n2c1N(C)C	-8.0
CC(=O)N1CCc2cc(S(=O)(=O)NCCC(=O)Nc3cc(C)cc(C)c3)ccc21	-1.3
COC(=O)N(C)CCCC1(C)C(=O)N(C)c2ccc(O)cc21 (stereo not given)	-45.4
COCCCn1c(SCC(=O)N2CCCCC2C)nnc1-c1ccco1 (stereo not given)	-3.1
COC(=O)C1=C(N)Oc2cc(N(C)C)ccc2C1c1ccccc1OC (stereo not given)	-25.5
Cc1ccc(OCC(=O)Nc2nnn(C)n2)c(C)c1	16.8
CCOc1ccc(-c2nnc(-c3cccs3)o2)cc1OCC	-10.0
O=C(c1ccco1)N1CCN(C(=O)c2cccc3c2C(=O)N(C2CCCCC2)C3)CC1	-4.6
CC(=O)C1=C(O)C(=O)N(CCC(=O)O)C1c1cccc(F)c1 (stereo not given)	-7.9
O=C(c1cccs1)N1CCN(C2CCN(Cc3ccccc3)CC2)CC1	-11.2
O=C(Nc1ccc2c(c1)OCO2)c1cnc2n(c1=O)CCS2	-4.4
C=CCn1c(SCC(=O)Nc2nc3ccccc3s2)nnc1-c1ccccc1O	-9.5
COc1ccc(N=C2C(=O)Nc3ccccc32)cc1	0.0
Cc1ccc(C(=O)CSC2=C(C#N)C(c3ccco3)C3=C(CC(C)(C)CC3=O)N2)cc1 (stereo not given)	26.7
CCOC(=O)C1(Cc2ccc(O)cc2)NC(c2ccco2)C2C(=O)N(c3ccccc3F)C(=O)C21 (stereo not given)	19.0
CCC(=O)Nc1c(C)c(CC)nc2ccccc12	-2.8
Cc1nc(C)c(C(=O)C2=C(O)C(=O)N(CCN3CCOCC3)C2c2ccco2)s1 (stereo not given)	16.2
COc1ccc(CN2CC(C(=O)NCCCN3CCOCC3)CC2=O)cc1 (stereo not given)	-18.1
CCNc1nc(NC(C)C)nc(N(C#N)Cc2ccccc2)n1	-15.9
CCOC(=O)CNC(=O)C(CO)NC(=O)OCc1ccccc1 (stereo not given)	7.8
CC(C)Sc1nc2c(c(=O)n1-c1ccc(F)cc1)SCC2	-6.9
O=C(Cc1ccsc1-c1ccccc1)NO	21.8
Brc1ccc(C2Nc3cccc4cccc(c34)N2)o1	-10.2
Cn1c(SCC(=O)Nc2ccccc2-c2ccccc2)nnc1-c1ccco1	43.1
COc1ccc(CNC(=O)CCS(=O)(=O)c2cccc3nonc23)cc1	7.1
CCOc1ccc(C2=Nn3c(nnc3-c3ccccc3)SC2)cc1Cl	-44.4
COC(=O)C1=C(C)NC2=C(C(=O)CC(c3cccs3)C2)C1c1ccsc1 (stereo not given)	-16.2
CCOC(=O)N1CCC(NC(=O)C2CCN(C(=O)N3CC(C)Oc4ccc(C)cc43)CC2)CC1 (stereo not given)	-45.4
CC(=O)OC1CCC(OC(C)=O)c2c1n([O-])c(C)c(C)[n+]2=O (stereo not given)	3.4
Cc1nn(C(=O)CCCC(=O)n2nc(C)c(Cl)c2C)c(C)c1Cl	6.9
C/C=C(\C)c1nnc(NC(=O)c2ccco2)s1	-3.6
Cc1nc(NC2=NCN(Cc3ccccc3)CN2)nc2ccccc12	-8.5
Cc1ccc(S(=O)(=O)Nc2ccc(S(=O)(=O)Nc3ncccn3)cc2)cc1	-20.5
O=C1c2oc3ccc(Cl)cc3c(=O)c2C(c2ccccn2)N1CCCN1CCOCC1 (stereo not given)	1.3
CC(=O)c1c(C)nc(C)nc1NC(=O)Cc1ccccc1	-8.7
CSc1nc2sc3c(c2c(=O)n1C)CCCC3	-7.0
CCNC(=O)C1CN(S(=O)(=O)c2ccccc2)CCN1S(=O)(=O)c1ccccc1 (stereo not given)	-8.4
CCOC(=O)CN1C(=O)COc2ccc(C(C)(C)C)cc21	5.2
COC(=O)c1c(NC(=O)Cc2cccs2)sc(C)c1C	-1.0
CC1=C(C(=O)OCC2CCCO2)C(c2ccc(O)cc2)NC(=O)N1 (stereo not given)	-9.4
Cc1nc(N2CCN(c3ccccc3)CC2)nc2c1C(=O)CC(C)C2 (stereo not given)	-2.4
C=CCOC(=O)C1=C(C)Nc2ncnn2C1c1cc(Br)ccc1F (stereo not given)	-27.2
CC(=O)Nc1ccc(NC(=O)CN(c2ccccc2Cl)S(C)(=O)=O)cc1	19.2
CCCCn1c(-c2ccccc2)nnc1-c1ccccc1	-8.8
CCOC(=O)Cc1csc(NC(=O)CSc2ncnc3c2cnn3-c2ccccc2Cl)n1	28.6
CCOC(=O)c1c(C)[nH]c(C(=O)COC(=O)CCC(=O)c2ccc3c(c2)OCCO3)c1C	-5.7
CC(C)COC(=O)C(N)C(C(=O)OCC(C)C)c1ccccc1 (stereo not given)	0.8
Cc1ccc(C(=O)NCCNC(=O)CN2CCOCC2)cc1	-2.5
O=C(NCc1cccc(Cl)c1)c1ccco1	-12.4
Cn1c(SCC(=O)NC2CCCCC2)nnc1-c1cc2cc(Cl)ccc2o1	-3.6
Continued:
SMILES	GBA activity up
O=S1(=O)C=C(Sc2nc3cc(Cl)ccc3o2)c2ccccc21	-0.7
COc1ccc(N2C(=O)CCC(C(=O)N3CCOCC3)C2c2ccc(F)cc2)cc1 (stereo not given)	-34.6
Fc1ccc2nc3[nH]c4ccccc4c3nc2c1	-1.8
Cc1cc(C)c2c(n1)nn1c(C3CC3)cc(C(F)(F)F)nc21	2.0
CCOC(=O)COn1c2c(c3c4no[n+]([O-])c4ccc31)CCCC2	-40.8
COc1ccccc1-c1nc(C#N)c(N2CCc3ccccc3C2)o1	-23.0
O=C1NCCN1CCNS(=O)(=O)c1ccc2ccccc2c1	-13.8
CCOc1ccccc1-n1nnnc1SCC(=O)Nc1cc2oc3ccccc3c2cc1OC	-59.0
O=C(OCC1COc2ccccc2O1)c1c(F)cccc1F (stereo not given)	-18.5
COc1cccc(NC(=O)NCc2cccn2C)c1	-15.1
Cc1ccsc1C(C(=O)NC1CCCCC1)N(C(=O)c1csnn1)C1CC1 (stereo not given)	8.0
Cc1cc(C(=O)Nc2ccc(S(=O)(=O)Nc3onc(C)c3C)cc2)cs1	-2.4
CCn1c(SCC(=O)NCc2cccs2)nnc1-c1ccco1	8.6
Cc1cc(-c2nnc3n2CCCCC3)c(C)n1-c1ccccc1	1.9
O=C(CN1C(=O)c2ccccc2C1=O)Nc1ccc(N2CCOCC2)cc1	-12.1
CCOCCCNC(=O)C1CCN(C(=O)Nc2ccc(C)cc2)CC1	-14.7
CCOC(=O)CC(=O)CSCC(=O)Nc1ccc(C)cc1	-14.6
Cc1ccc(-n2c(SCC(=O)NCC3CCCO3)nc3c(c2=O)SCC3)cc1 (stereo not given)	-6.0
Cc1cccc(-c2cc3nc4c(c(N5CCOCC5)n3n2)CCCC4)c1	-32.6
C=CCNC(=O)CC(C)C(CCCCC)C(=O)O (stereo not given)	-8.0
O=C(CN(C(=O)CCC(=O)Nc1nccs1)c1ccc(F)cc1)NCc1ccco1	5.5
COc1ccc2c(c1OC)C(=O)N(c1cccc(C(F)(F)F)c1)C2	-20.0
Cc1nc2ccccc2n1CCc1nc2c3ccccc3nc(SCC(=O)NCc3ccco3)n2n1	-7.5
CC1CCCCC1NC(=O)c1ccc(N2CCCC2=O)cc1 (stereo not given)	19.3
CCOC(=O)CSc1nc2ccccc2c(=O)n1CC	-4.8
Cn1c(SCC(=O)Nc2ccc3cn[nH]c3c2)nnc1-c1cnccn1	-9.5
C=C(C)CSC1=C(C#N)C(c2ccccc2)CC(=O)N1 (stereo not given)	-22.1
O=C(CSc1nnc(CNC(=O)c2c(F)cccc2Cl)o1)c1ccccc1	6.0

Screens from PubChem.

These rows are one share of the data (hit frequency here may not be typical).
